APE1 inh: qHTS Assay for Inhibitors of the Human Apurinic/apyrimidinic Endonuclease 1 (APE1); Potency, µM (top dose mostly 65.8 µM), inactives show at the top dose activity change, negative = inhibition, usual class: inhibitors; DNA repair nuclease/redox regulator APEX1 (Homo sapiens), P27695; recombinant APE1, TAMRA/BHQ-2 abasic DNA cleavage fluorescence; actives 0.35% (n = 350,000);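 further: potency means the concentration at half of the fitted maximal effect; plate controls were vehicle for no effect and reference inhibitor for full effect; nearly all actives have a fitted effect of over 55% in size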
Target sequence (P27695 whole entry, looked up): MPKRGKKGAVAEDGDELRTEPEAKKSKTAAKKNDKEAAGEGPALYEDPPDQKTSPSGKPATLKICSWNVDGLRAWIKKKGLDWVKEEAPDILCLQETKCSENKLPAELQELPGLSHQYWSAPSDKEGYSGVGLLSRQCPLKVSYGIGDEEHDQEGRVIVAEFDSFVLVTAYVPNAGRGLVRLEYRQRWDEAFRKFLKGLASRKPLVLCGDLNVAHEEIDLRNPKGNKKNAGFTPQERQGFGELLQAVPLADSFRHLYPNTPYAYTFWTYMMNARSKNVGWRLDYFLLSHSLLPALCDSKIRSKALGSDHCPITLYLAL
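Endonuclease cleavage of a quenched abasic-site DNA duplex (50 nM) by APE1 (0.75 nM) was tracked by TAMRA dequenching. Compounds were preincubated with enzyme 15 min at room temperature; data normalized to buffer-only and DMSO wells plus NSC13755 control.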
Anesthetic bind: qHTS Assay for Identification of Novel General Anesthetics; Ferritin light chain (Equus caballus), P02791; apoferritin/1-aminoanthracene competitive binding, fluorescence; Potency, µM (top dose mostly 77.5 µM), without a hit: at the top dose activity change, negative = displacement, usual class: inhibitors; actives 0.074% (n = 350,000); further: potency means the concentration at half of the fitted maximal effect; on the % scale 0 is the no-effect control and ±100 the full control effect; nearly all actives have a fitted effect of over 20% in size
Target sequence (P02791 2-175 limits assumed): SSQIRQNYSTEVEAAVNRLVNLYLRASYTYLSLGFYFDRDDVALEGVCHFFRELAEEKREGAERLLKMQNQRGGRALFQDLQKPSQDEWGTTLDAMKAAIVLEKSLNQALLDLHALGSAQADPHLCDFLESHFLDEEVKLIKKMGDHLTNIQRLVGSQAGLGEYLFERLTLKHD
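Apoferritin-based anesthetic binding model; compound displacement of fluorescent 1-AMA measured as endpoint fluorescence after 10 minutes at room temperature, scaled to free-ligand and complex controls.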
Pol iota inh: qHTS for Inhibitors of Polymerase Iota. Pol iota fluorescent replication assay, 10 min. DNA polymerase iota (Homo sapiens), Q9UNA4. actives 1% (n = 390,000). Potency, µM (series often up to 115 µM), without a hit: at the highest dose activity, negative = inhibition, usual class: inhibitors; further: potency means the concentration at half of the fitted maximal effect
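Fluorescent replication assay read twice, at 0 min and 10 min after adding 50 nM (final) substrate. Enzyme (10 nM) and compounds were first incubated 15 min at room temperature; enzyme-free buffer wells were negative controls.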
POLH inh: qHTS for Inhibitors of Polymerase Eta; Potency, µM (top dose mostly 114 µM), for the others: at the highest dose activity change, negative = inhibition, actives largely listed as inhibitors; actives 1.2% (n = 390,000); AID 588591, 2011; recombinant Pol eta, fluorescent DNA replication assay; DNA polymerase eta (Homo sapiens), Q9Y253; further: potency means the concentration at half of the fitted maximal effect; on the % scale 0 is the no-effect control and ±100 the full control effect
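Fluorescent replication assay: 50 nM final substrate added after a 15 min room-temperature compound preincubation with 10 nM enzyme. Signal taken at 0 min and again at 10 min.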
BLM helicase inh: qHTS Assay for Inhibitors of Bloom's syndrome helicase (BLM); recombinant BLM DNA unwinding, fluorescence dequenching; Potency, µM (titrated, usually from 56.1 µM), for inactives: top-dose activity change, negative = inhibition, usual class: inhibitors; actives 0.2% (n = 350,000);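 further: potency means the concentration at half of the fitted maximal effect; plate controls were vehicle for no effect and no enzyme for full effect; nearly all actives have a fitted effect of over 35% in size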
POLB inh: qHTS Assay for Inhibitors of DNA Polymerase Beta | actives 1.3% (n = 340,000) | Pol beta primer extension/strand displacement, fluorescence kinetic | Potency, µM (titrated, usually from 114 µM), inactives show at the top dose activity change, negative = inhibition, hits mostly inhibitors | P06746; further: potency means the concentration at half of the fitted maximal effect; on the % scale 0 is the no-effect control and ±100 the full control effect
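Pol beta (10 nM) and compounds were preincubated 15 min at room temperature, then 50 nM substrate (final) started primer extension/strand displacement. Reads were taken at 0 and 10 min; concentration-response data were fitted to a four-parameter Hill equation.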
POLK inh: qHTS for Inhibitors of Polymerase Kappa; purified Pol kappa, fluorescent DNA synthesis assay, 10 min; Potency, µM (doses to about 107 µM), for inactives: at the top dose activity, negative = inhibition, actives largely listed as inhibitors; actives 0.53% (n = 400,000); AID 588579, 2011; further: potency means the concentration at half of the fitted maximal effect; on the % scale 0 is the no-effect control and ±100 the full control effect
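Kinetic fluorescence readout at 0 and 10 min followed reaction start with substrate at 50 nM final. Beforehand, enzyme (10 nM Pol kappa) stood 15 min with compound at room temperature; buffer-only wells were negative controls.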
RXFP1 antag: qHTS Assay for Antagonists of the Relaxin Receptor RXFP1; activity change, negative = inhibition, % at 57.5 µM; actives 0.59% (n = 350,000); HEK293-RXFP1, relaxin-stimulated cAMP HTRF, 30 min; hits give low values; Relaxin receptor 1 (Homo sapiens), Q9HBX9;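 active means activity change of -60% or lower, but not beyond a set lower limit; inconclusive means change between -60% and -40%, or beyond the set limit; inactive means change above -40%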; further: on the % scale 0 is the no-effect control and ±100 the full control effect
PGK inhibitor: qHTS Assay to Find Inhibitors of Phosphoglycerate Kinase | Potency, µM (doses to about 57.5 µM), for the others: top-dose activity change, negative = inhibition, hits mostly inhibitors | actives 0.043% (n = 380,000) | PGK/GAPDH coupled, Kinase-Glo luminescence, 60 min | AID 602233, 2012; further: potency means the concentration at half of the fitted maximal effect; on the % scale 0 is the no-effect control and ±100 the full control effect; nearly all actives have a fitted effect of over 60% in size
Target sequence (P07378 whole entry, looked up): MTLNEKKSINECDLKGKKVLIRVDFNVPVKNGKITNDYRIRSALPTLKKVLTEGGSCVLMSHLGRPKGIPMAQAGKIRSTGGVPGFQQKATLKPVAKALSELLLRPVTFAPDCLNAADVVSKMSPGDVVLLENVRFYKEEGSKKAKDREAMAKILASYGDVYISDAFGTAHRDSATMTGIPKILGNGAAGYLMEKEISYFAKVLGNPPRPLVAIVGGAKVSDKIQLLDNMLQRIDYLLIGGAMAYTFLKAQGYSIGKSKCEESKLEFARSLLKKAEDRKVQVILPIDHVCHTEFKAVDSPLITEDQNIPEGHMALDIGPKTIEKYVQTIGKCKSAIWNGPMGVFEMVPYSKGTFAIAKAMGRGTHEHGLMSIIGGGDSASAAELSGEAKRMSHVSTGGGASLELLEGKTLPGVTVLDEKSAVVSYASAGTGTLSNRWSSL
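Luminescent ATP detection (Kinase-Glo Plus) follows a 60-minute room-temperature incubation, with wells lacking PGK as controls. Buffer: 100 mM TEA (pH 7.6), 5 mM MgCl2, 0.01% Tween-20. Coupling enzyme GAPDH (100 nM final) supplies unstable 1,3-BPG in-well.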
An asterisk follows results filed as active; i = inactive; ? = inconclusive; / = no result given; & = joins results of further samples; [ ] = dose if it differs, or a comment. Unless noted, the call rests on the fitted dose curve; in most records, active means well fitted curve in the direction sought with a large enough effect; inconclusive means small, poorly fitted or top-dose-only effect, or another doubt; inactive means no such curve, though single readings can be large; an effect the other way counts as inactive or inconclusive. This is a subset; the hit share may differ from the screen's.

1: COc1cccc(-c2ccc(SCC(=O)N3CCOCC3)nn2)c1
2: O=C(C1CCCN1S(=O)(=O)c1cccc2nsnc12)N1CCCCCC1 (stereo not drawn)
3: COc1cc(OC)c2c(=O)cc(-c3cccnc3)oc2c1
4: Oc1ccc(/C=N/N2CCN(C3c4ccccc4-c4ccccc43)CC2)cc1O
5: CCOC(=O)C1=CN(Cc2cccc(F)c2)S(=O)(=O)NC1c1ccccc1 (stereo not drawn)
6: Cc1cc(C)nc(/N=C(\N)Nc2ccc(OCCC(C)C)cc2)n1
7: CC12CCC(C(=O)N3CCCCC3)(CC1=O)C2(C)C (stereo not drawn)
8: O=C(Cn1cc(S(=O)(=O)Cc2cccc(Cl)c2)c2ccccc21)NCc1ccccc1Cl
9: O=C(CSc1ccc(C(F)(F)F)cc1[N+](=O)[O-])Nc1ccc2ccccc2c1
10: CCOC(=O)C1=C(C)C(c2ccc(OC)cc2OC)NC(=O)N1 (stereo not drawn)
assay / entry,1,2,3,4,5,6,7,8,9,10
Pol iota inh,97%[activator],28%,-25%,48%[activator],0%,132%[activator],25%,18%,11%,10%
RXFP1 antag,1,1,7,-4,/,-9,8,-10,-7,2
Anesthetic bind,-9%,5%,0%,-17%,/,-22%,29%,-10%,-3%,3%
POLB inh,0%,46%,1%,5%,/,44%,-5%,30%,8%,-14%
POLH inh,5%,-16%,-4%,-20%,-21%,-11%,-4%,1%,-3%,-16%
POLK inh,0%,2%,4%,-13%,0%,-3%,1%,-4%,-4%,1%
PGK inhibitor,-16%,-6%,-3%,i,-2%,1%,6%,6%,-13%,-3%
BLM helicase inh,-5%,-1%,2%,-11%,/,-2%,-2%,-2%,2%,3%
APE1 inh,-2%,?,-5%,-1%,14%,2%,4%,/,1%,2%

11: COC(=O)c1ccccc1SCc1csc(C)n1
12: COc1cc(/C=N/NC(N)=S)ccc1OC(=O)c1ccc(C)cc1
13: COc1ccc(CNC(=O)CSc2nnc(C)n2-c2ccc(F)cc2)cc1
14: COc1ccccc1[C@H]1C(c2ccccc2)=NN(c2ccccc2)[C@@H]1CO
15: O=C(Nc1sc2c(c1C(=O)O)CCCCC2)c1ccco1
16: Cc1cc(C)nc(-n2nc(C)cc2NC(=O)c2ccc(S(=O)(=O)N3CCOCC3)cc2)n1
17: CNC(=S)N(CCc1c(C)[nH]c2ccccc12)Cc1ccco1
18: CSc1ccc(CCNC(=O)c2cc3cc(S(=O)(=O)N4CCCCC4)ccc3n2C)cc1
19: CCOC(=O)c1cc2c(ccn2-c2ccc(F)cc2)n1CC(=O)N1CCN(C(=O)c2ccco2)CC1
20: O=C(N/C(=C/c1ccc2c(c1)OCO2)C(=O)N1CCOCC1)c1cccs1
assay / entry,11,12,13,14,15,16,17,18,19,20
Pol iota inh,15%,13%,58%[activator],4%,-1%,-13%,45%[activator],2%,14%,12%
RXFP1 antag,3,-16,-13,/,-25,2,-8,3,1,3
Anesthetic bind,1%,-19%,-8%,/,-12%,-3%,-6%,81%[activator],-9%,-10%
POLB inh,36%,-1%,5%,/,-14%,0%,-11%,30%,42%,24%
POLH inh,-4%,-4%,?,-14%,-6%,-4%,-5%,-17%,-12%,-16%
POLK inh,-18%,-7%,-7%,1%&-20%,-6%,3%,-12%,-7%[60.1 µM],-5%,-1%
PGK inhibitor,-2%,-9%,2%,0%,-11%,-8%,-8%,8%,-4%,-13%
BLM helicase inh,-1%,-2%,-5%,-15%[75.6 µM],-3%,-2%,-4%,-8%,2%,-2%
APE1 inh,33%,-2%,1%,-13%,3%,0%,11%,/,13%,4%

21: CC1=CC(C)(C)N(C(=O)CN2C(=O)c3ccccc3C2=O)c2ccccc21
22: C[C@@H](O)c1nc2ccccc2n1N
23: COc1ccc(NC(=O)CN2C(=O)COc3ccc(S(=O)(=O)Nc4ccccc4)cc32)cc1
24: COc1cc(OC)c2c(-c3ccccc3)cc(=O)oc2c1C(CC(=O)N1CCN(c2ccccc2)CC1)c1ccc2c(c1)OCO2 (stereo not drawn)
25: COCCOC(=O)C1=C(C)N=C2SCCC(=O)N2C1c1ccc(OCc2ccccc2)c(OC)c1 (stereo not drawn)
26: CCOC(=O)c1c(NC(=S)Nc2ccccc2)sc2c1CCN(CCc1ccccc1)C2
27: Fc1ccc(C2=CSC3=NCCN23)cc1
28: Cc1cc(O)c(C)c(O)c1/C=N/NC(=O)c1cccnc1
29: O=C(CCNC(=O)c1ccccc1Cl)NC1=NCCS1
30: N#Cc1ccc(C23CC4(C2)[C@H](CN(P(=O)(c2ccccc2)c2ccccc2)[C@@H]4c2ccccc2)C3c2ccc(Cl)nc2)cc1 (stereo partly drawn)
assay / entry,21,22,23,24,25,26,27,28,29,30
Pol iota inh,-10%,36%[activator],-5%,/,22%,/,64%[activator],29%,44%[activator],-27%
RXFP1 antag,-4,/,/,/,1,/,-8,-2,-6,/
Anesthetic bind,1%,-3%,2%,-7%,-7%,-23%,0%,-9%,-4%,1%&-10%
POLB inh,-21%,4%,1%,50µM*,4%,0%,43%,-29%,-8%,15%
POLH inh,-7%,-27%,-8%,/,-17%,/,-4%,-14%,-5%,-8%
POLK inh,-5%,-14%,-3%,/,-23%,/,-2%,-14%,-10%,-24%
PGK inhibitor,/,10%,3%,/,-1%,/,11%,-6%,5%,-1%
BLM helicase inh,-5%,-4%,-4%,-11%,-2%,40%[activator],-2%,-7%,-1%,-9%&-11%
APE1 inh,-6%,1%,/,?,/,-4%,14%,14%,3%,0%&7%

Part of the list above in another layout.
no.	SMILES	Pol iota inh	RXFP1 antag	Anesthetic bind	POLB inh	POLH inh	POLK inh	PGK inhibitor	BLM helicase inh	APE1 inh
27	Fc1ccc(C2=CSC3=NCCN23)cc1	64%[activator]	-8	0%	43%	-4%	-2%	11%	-2%	14%
28	Cc1cc(O)c(C)c(O)c1/C=N/NC(=O)c1cccnc1	29%	-2	-9%	-29%	-14%	-14%	-6%	-7%	14%

Going on with the list:
31: Cc1ccc(-c2cc(C(=O)Nc3cc(C)on3)c3ccccc3n2)cc1
32: O=[N+]([O-])c1cccc(-n2cccc2/C=N/Nc2nc(N3CCCCC3)nc(N3CCCCC3)n2)c1
33: CCCCOc1ccc(S(=O)(=O)Nc2cc(OC)ccc2OC)cc1
34: CCCN(C(=O)c1cc(S(=O)(=O)N(C)c2ccc(OCC)cc2)ccc1C)C1CCS(=O)(=O)C1 (stereo not drawn)
35: CC(/C=C1\SC(=O)N(CC(=O)Nc2cccc(O)c2)C1=O)=C\c1ccccc1
36: Cc1cc(-c2csc(NC(=O)c3ccc(C#N)cc3)n2)c(C)n1Cc1ccccc1
37: CN(CCO)C(=O)c1cccc2c1-c1ccccc1C2=O
38: CCCCCn1c(Sc2nc3ccccc3s2)nc2c1c(=O)[nH]c(=O)n2C
39: CCCCc1cc(=O)oc2c(CN(CC)CC)c(O)c(Cl)cc12
40: COCCn1c(SCC(=O)NC(=O)NC(C)C)nc2ccccc21
41: CN(CC(=O)NCCN1CCN(Cc2ccccc2)CC1)S(=O)(=O)c1cccc2nsnc12
assay / entry,31,32,33,34,35,36,37,38,39,40,41
Pol iota inh,-11%,59%[activator],9%,22%,15%,-8%,30%,9%,7%,27%,-16%
RXFP1 antag,4,-27,-31,3,-6,15,-5,-10,27,2,-5
Anesthetic bind,2%,-6%,7%,/,-11%,-18%,-5%,?,/,-8%,-12%
POLB inh,7%,7%,8%,/,-5%,-13%[57.1 µM],30%,26%,38%,19%,?
POLH inh,-12%,-6%,-16%,-6%,-19%,-17%,-10%,3%,-15%,-5%,-3%
POLK inh,-11%,0%,-10%,-11%,-13%,5%,-3%,-3%,-1%,-1%,-8%
PGK inhibitor,-5%,13%,-8%,-2%,-6%,-5%,-9%,-6%,-4%,i,-7%
BLM helicase inh,-1%,-8%,-6%,/,-15%,-3%,-1%,-3%,0%,-2%,-4%
APE1 inh,5%,13%,1%,9%,-4%,-4%,4%,2%,11%,0%,3%

Five compounds from above, reduced to APE1 inh and Pol iota inh.
nr | Structure | APE1 inh | Pol iota inh
17 | CNC(=S)N(CCc1c(C)[nH]c2ccccc12)Cc1ccco1 | 11% | 45%[activator]
18 | CSc1ccc(CCNC(=O)c2cc3cc(S(=O)(=O)N4CCCCC4)ccc3n2C)cc1 | / | 2%
19 | CCOC(=O)c1cc2c(ccn2-c2ccc(F)cc2)n1CC(=O)N1CCN(C(=O)c2ccco2)CC1 | 13% | 14%
20 | O=C(N/C(=C/c1ccc2c(c1)OCO2)C(=O)N1CCOCC1)c1cccs1 | 4% | 12%
21 | CC1=CC(C)(C)N(C(=O)CN2C(=O)c3ccccc3C2=O)c2ccccc21 | -6% | -10%
